# Screens deposited in PubChem BioAssay by NCI.
# Growth percent in the NCI-60 one-dose screen (48 h, 10 µM unless noted): 100 = growth as untreated, 0 = no growth, -100 = all killed.
# NCI/ADR-RES: NCI/ADR-RES ovarian cells | actives 4.4% (n = 81,000)
# OVCAR-3: OVCAR-3 ovarian cancer | AID 1794787 | actives 7% (n = 79,000)
# NCI-H23: NCI-H23 lung cancer | actives 4% (n = 80,000) | AID 1794731
# NCI-H322M: NCI-H322M lung cancer. actives 2.7% (n = 80,000)
# NCI-H460: NCI-H460 lung cancer; actives 6.8% (n = 82,000); AID 1794736
# NCI-H522: NCI-H522 lung cancer; actives 8% (n = 78,000)
# OVCAR-5: OVCAR-5 ovarian cancer; actives 2.9% (n = 82,000); AID 1794783
# NCI-H226: NCI-H226 lung cancer | actives 3.5% (n = 79,000) | AID 1794732
# OVCAR-8: OVCAR-8 ovarian cancer | actives 4.4% (n = 81,000) | AID 1794782
# The depositor's hits bear a star; nt = not tested or not shown; & = joins results of further samples. The calls were made as follows: active = growth percent below 10; inactive = the rest.
SMILES,NCI/ADR-RES,OVCAR-3,NCI-H23,NCI-H322M,NCI-H460,NCI-H522,OVCAR-5,NCI-H226,OVCAR-8
CCCCCCCCCCCCCCCCSC(=S)N1CCCCC1,109,112,105,125,123,108,106,108,107
CCN(CC)CCCN1C(=O)c2c(c(C)c3c(oc4cc(OC)ccc43)c2C)C1=O,96,110,105,94,93,104,85,-5.5*,17
CC1=NN(c2ccc(S(=O)(=O)O)cc2Cl)C(=O)C1,99,158,93,112,103,97,94,101,100
O=C1Nc2ccccc2/C1=C\c1nc(-c2ccccc2F)n2ccccc12,9.8*,6.2*,33,26,-20*,-23*,48,-1.5*,5.1*
O=c1c2cc(-c3ccc(F)cc3F)ccc2n(Nc2ccccc2)c(=O)n1-c1cccc(C(F)(F)F)c1,3.7*,nt,2.4*,7.1*,9.4*,-5.3*,79,15,13
CCOc1ccc(-c2c(C#N)c(-c3ccc(Cl)cc3)nc3n[nH]c(-c4ccc(Cl)cc4)c23)cc1OC,62,67,70,77,42,65,72,59,79
O=C(NCN1C(=O)c2cccc3cccc(c23)C1=O)N1CCC(Cc2ccccc2)CC1,102,109,94,105,103,78,104,97,102
CCNC(=S)NNC(=S)N/N=C/c1cc(OC)c(OC)c(OC)c1,100,106,95,98,101,91,99,100,100
Cc1ccccc1NC(=O)Oc1ccc(Cl)cc1C(=O)c1ccccc1,97,95,95,99,104,88,105,92,91
COc1ccc(Oc2ccc(/C=C/C(=O)c3ccc(OC)c(OC)c3)cc2)cc1,83,87,84,87,94,57,112,91,74
CC(C)=CCC[C@](C)(O)[C@H]1CC[C@]2(C)[C@@H]1CC[C@@H]1[C@@]3(C)CC[C@H](OCCC#N)C(C)(C)[C@@H]3CC[C@]12C,98,99,89,92,85,62,96,69,94
N#Cc1c(-c2ccccc2)nc(SCC(=O)c2ccc(Br)cc2)[nH]c1=O,119,105,101,104,111,89,102,100,106
COc1cc(CNC(=O)CCCC/C=C/C(C)C)ccc1OCc1nnc(Nc2ccc([N+](=O)[O-])cc2)o1,80,77,55,58,33,73,101,62,25
COc1cc2nc(-c3cccs3)cc(OCCCN3CCC(O)CC3)c2cc1OC,66,92,86,81,77,78,91,71,66
O=C1CCCN1c1nc(-c2ccc(Cl)cc2)c(Br)s1,101,90,91,78,108,76,99,72,91
O=C1/C(=C/c2cccc(Br)c2)COc2ccc(O)cc21,48,49,75,97,92,19,90,101,54
C=CCn1c(SCC(=O)c2ccc(OC)cc2)nnc1-c1ccc(OC)cc1,95,nt,98,97,102,99,97,87,100
CCOC(=O)c1c2c(n3cccc(F)c13)C(=O)c1ncccc1C2=O,19,-11*,-0.2*,6.6*,-22*,1.4*,44,-6.4*,19
O=c1ccc2nc(C(F)(F)F)nn(-c3ccccc3)c-2c1,84,-26*,68,100,97,-56*,102,78,73
COc1ccc(/C=C/C(=O)c2nnn(-c3ccc(C(=O)O)cc3)c2C)cc1OC,106,117,105,91,107,88,98,100,102

# Entries of single compounds, looked up by structure. Order of values: NCI/ADR-RES | OVCAR-3 | NCI-H23 | NCI-H322M | NCI-H460 | NCI-H522 | OVCAR-5 | NCI-H226 | OVCAR-8
# `O=C1Nc2ccccc2/C1=C\c1nc(-c2ccccc2F)n2ccccc12` reads 9.8* | 6.2* | 33 | 26 | -20* | -23* | 48 | -1.5* | 5.1*
# `CCCCCCCCCCCCCCCCSC(=S)N1CCCCC1` reads 109 | 112 | 105 | 125 | 123 | 108 | 106 | 108 | 107

# Going on with the list.
SMILES,NCI/ADR-RES,OVCAR-3,NCI-H23,NCI-H322M,NCI-H460,NCI-H522,OVCAR-5,NCI-H226,OVCAR-8
Nc1cccc(-c2nc3sccn3c2-c2ccnc(NCCCNS(=O)(=O)c3ccc(F)cc3)n2)c1,94,89,88,98,97,79,137,80,64
CCCCNc1cc(Cl)nc(N)n1,127,95,113,113,104,98,129,86,100
O=[N+]([O-])c1ccc(Oc2ccc(Br)cc2)c([N+](=O)[O-])c1,69,85,85,99,111,59,112,101,82
CNCc1cccc2c1OCCOCCOCCN(C)S(=O)(=O)c1ccc(cc1)-c1cnc(N)c(n1)C(=O)N2,80,43,53,25,11,9.6*,160,46,53
O=c1c2c(O)cccc2oc2c3c(cc(O)c12)O[C@H]1OC=C[C@@H]31,88,106,60,88,74,80,110,89,88
Cn1cc(-c2nc(-c3cn(C)c4ncccc34)cs2)c2ccccc21,8.8*,-18*,44,58,17,-1.9*,73,67,48
CC(C)(C)OC(=O)C(Cc1cccc(-c2ccco2)c1)NC(=O)OCc1ccccc1 (centres undefined),64,71,76,103,45,66,106,79,76
CC(=O)C(C(C)=O)C(=S)NC(=O)c1ccc(-n2c(=O)[nH]c3ccccc3c2=O)cc1,105,101,95,105,110,96,102,105,102
CCN(CCO)C(c1ccccc1)C(O)c1ccccc1 (centres undefined),110&93,105&105,101&93,106&107,113&107,96&90,112&86,94&90,99&96
CC1CCC(N2CCCn3c2nc2c3c(=O)n(C)c(=O)n2C)CC1 (centres undefined),93,102,102,101,103,90,99,110,109
Cc1nc(N)sc1C(=O)NCCO,122,102,106,127,115,35,107,97,102
CCOC(=O)C1=C(c2ccccc2)N=C2Sc3c(-c4ccc(Br)cc4)nc(N)nc3N2C1c1cc(OC)c(OC)c(OC)c1 (centres undefined),99,93,93,85,97,94,92,88,93
OCC(O)C1OC(Oc2ccccc2)C(O)C(O)C1O (centres undefined),112,104,105,107,102,101,105,96,104
Cc1[nH]c(/C=C/C(=O)c2ccc(C(F)(F)F)c(F)c2)c(C)c1C(=O)NC1CCCCC1,104&100,115&106,104&95,102&106,106&101,96&92,100&95,99&101,99&103
c1ccc(OCCOCCOc2ccccc2-c2ccccc2)cc1,100,108,102,95,99,81,92,97,100
Brc1ccc([I+]c2ccc(Br)cc2)cc1,99,62,-9.3*,48,19,-36*,61,46,12
COC(=O)[C@@H]1CCCN1C(=O)C1=C(C)NC(=S)NC1c1ccc(O)c(OC)c1 (some centres undefined),102,111,92,117,98,99,100,98,99
Cc1nc2c(c(-c3ccccc3)n1)Cc1c(ccc3ccccc13)O2,98,99,98,148,98,100,93,82,95
Cc1ccc(NC(=O)N2CCN(C)CC2)cc1NC(=O)N1CCN(C)CC1,133,nt,141,110,114,108,155,110,100
CC(=O)C1=CC[C@H]2[C@@H]3CCC4=CC(=O)C[C@]4(C)[C@H]3CC[C@]12C,94,121,nt,115,112,91,121,106,104
CCN(CC)CCNc1cccc2sc3ccccc3c(=O)c12,71,98,81,92,62,70,97,79,74
COc1ccc(-c2nc3c4cc(-c5ccccc5)oc4ncn3n2)cc1,104,105,106,96,105,100,99,105,105
Cc1nn(-c2nc3ccccc3s2)c(C)c1Oc1ccccc1O,101,76,109,101,25,60,121,80,51
CC(=O)c1sc(/N=C2\NC(=O)/C(=C/c3cn(C)c4ccccc34)S2)nc1C,106,105,92,106,109,83,99,106,107
O=C(NO)/C(CC(=O)c1ccc(O)cc1O)=N\O,104,124,103,107,125,106,100,94,114
N#Cc1c(NC(=O)c2ccc(C(F)(F)F)cc2C(F)(F)F)sc2c1CCC(=O)C2,1.1*,-59*,-50*,12,12,-72*,-62*,-7.6*,-17*
CC(=O)Nc1cccc(C(=O)C2=Cc3cccn3Cc3cnnn32)c1,107,100,95,90,106,79,99,85,94
C#C[C@]1(O)CC[C@H]2[C@@H]3CC=C4c5nc(Nc6ncccn6)sc5CC[C@]4(C)[C@H]3CC[C@@]21C,75,65,78,74,31,81,86,69,77
CC(CN(C)C)CN1c2ccncc2Sc2ccncc21 (centres undefined),108,99,105,106,118,91,97,98,98
CCC1(c2ccccc2)C(=O)N=C(N)N(C#N)C1=O (centres undefined),104,114,115,106,108,136,97,108,112
COc1cc(C)cc(C(O)Cc2cccc(-c3ccccc3NC(C)=O)n2)c1 (centres undefined),99,102,98,105,99,91,94,95,97
CC(=O)c1ccc(Br)c([N+](=O)[O-])c1,nt,124,106,107,109,28,119,112,107
O=C(CCCSCCCC(=O)N/N=C/C=C/c1ccccc1)N/N=C/C=C\c1ccccc1,98,89,91,91,80,72,113,91,82
S=C(NCCNC(=S)[S][Sn]([c]1ccccc1)([c]1ccccc1)[c]1ccccc1)[S][Sn]([c]1ccccc1)([c]1ccccc1)[c]1ccccc1,-64*,-99*,-69*,-99*,-87*,-93*,-94*,-95*,-99*
Cc1ccc(-c2nc(SCC(=O)c3ccc(C#N)cc3)[nH]c(=O)c2C#N)cc1,101,98,105,106,115,82,95,110,96
Cc1nc2ccc(Cl)cn2c1C(=O)NCc1ccc(OCc2cn(Cc3ccccc3)nn2)cc1,84,98,86,87,96,92,103,84,87
O=C1CCCN1CO,113,121,102,99,116,82,86,100,102
CC1(C)CC[C@]2(COCCC#N)CC[C@]3(C)C(=CC[C@@H]4[C@@]5(C)Cc6c([nH]c7ccccc67)C(C)(C)[C@@H]5CC[C@]43C)[C@@H]2C1,97,104,96,104,105,86,105,93,92
N#Cc1cc(-c2ccccc2)[nH]c1-c1nccc2ccccc12,68,84,53,108,73,73,93,76,82
O=S(=O)(NC1CCN(Cc2ccccc2)CC1)c1ccc2ccccc2c1,58,82,57,64,50,72,50,65,70
Fc1ccc(Cc2nnc(SC3CCCC3)n2CCCc2cnc[nH]2)cc1,109,127,105,119,105,104,134,102,103
O=C(O)c1ccc(-n2cc(CNc3cccc(Cl)c3)c(-c3ccc(F)cc3)n2)cc1,98,106,101,103,98,92,112,112,96
O=C(CN1CCN(c2cc3c(cc2F)c(=O)c(C(=O)O)cn3C2CC2)CC1)Nc1ccc(C(=O)/C=C/c2ccc(Cl)cc2)cc1,111,128,105,111,112,48,115,92,98
Cc1cccc[n+]1Cc1ccccc1,105,114,113,86,112,nt,102,109,96
CC1(C)CC(=O)C2=C(C1)N(CCc1ccc(S(N)(=O)=O)cc1)C1=C(C(=O)CC(C)(C)C1)C2c1ccc(Cl)cc1,100,nt,96,97,104,90,101,96,99

# Of the compounds above, these contain an aryl methoxy group.
SMILES,NCI/ADR-RES,OVCAR-3,NCI-H23,NCI-H322M,NCI-H460,NCI-H522,OVCAR-5,NCI-H226,OVCAR-8
CCN(CC)CCCN1C(=O)c2c(c(C)c3c(oc4cc(OC)ccc43)c2C)C1=O,96,110,105,94,93,104,85,-5.5*,17
CCOc1ccc(-c2c(C#N)c(-c3ccc(Cl)cc3)nc3n[nH]c(-c4ccc(Cl)cc4)c23)cc1OC,62,67,70,77,42,65,72,59,79
CCNC(=S)NNC(=S)N/N=C/c1cc(OC)c(OC)c(OC)c1,100,106,95,98,101,91,99,100,100
COc1ccc(Oc2ccc(/C=C/C(=O)c3ccc(OC)c(OC)c3)cc2)cc1,83,87,84,87,94,57,112,91,74
COc1cc(CNC(=O)CCCC/C=C/C(C)C)ccc1OCc1nnc(Nc2ccc([N+](=O)[O-])cc2)o1,80,77,55,58,33,73,101,62,25
COc1cc2nc(-c3cccs3)cc(OCCCN3CCC(O)CC3)c2cc1OC,66,92,86,81,77,78,91,71,66
C=CCn1c(SCC(=O)c2ccc(OC)cc2)nnc1-c1ccc(OC)cc1,95,nt,98,97,102,99,97,87,100
COc1ccc(/C=C/C(=O)c2nnn(-c3ccc(C(=O)O)cc3)c2C)cc1OC,106,117,105,91,107,88,98,100,102
CCOC(=O)C1=C(c2ccccc2)N=C2Sc3c(-c4ccc(Br)cc4)nc(N)nc3N2C1c1cc(OC)c(OC)c(OC)c1 (centres undefined),99,93,93,85,97,94,92,88,93
COC(=O)[C@@H]1CCCN1C(=O)C1=C(C)NC(=S)NC1c1ccc(O)c(OC)c1 (some centres undefined),102,111,92,117,98,99,100,98,99
COc1ccc(-c2nc3c4cc(-c5ccccc5)oc4ncn3n2)cc1,104,105,106,96,105,100,99,105,105
COc1cc(C)cc(C(O)Cc2cccc(-c3ccccc3NC(C)=O)n2)c1 (centres undefined),99,102,98,105,99,91,94,95,97
